# Bioassay records deposited in PubChem by several laboratories.
# KLF5 inh = kruppel-like factor 5 inhibition. DLD-1 KLF5 promoter-luciferase reporter, luminescence. inhibition, % at 5 µM. AID 1700. actives 0.23% (n = 290,000);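 active = inhibition above a per-plate limit of that plate's mean compound inhibition plus 3 SD, cut at about 60% in these data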;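 note: 0% = DMSO wells and 100% = LY294002 at 200 µM; higher means less KLF5 promoter-driven luciferase light; inactives centre near -14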
# aSyn 5UTR inh = 5' untranslated region of α-synuclein, MLPCN primary screen; alpha-synuclein 5'UTR reporter, inhibitor activity; inhibition, % (tested at 7.5 µM); actives 0.82% (n = 300,000); AID 1813; in the data active = inhibition above about 60%; inconclusive = no clear call, values can overlap the other calls;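 note: H4 neuroglioblastoma cells stably carrying SNCA 5'UTR luciferase fusion; 0% = DMSO wells and 100% = positive control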
# TRPC6 activator = activates the mouse TRPC6 cation channel | HEK293-TRPC6 membrane potential dye fluorescence; stronger effect = higher value | AID 2550 | actives 0.13% (n = 310,000) | B-score at 10 µM;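 active = B-score of the integrated fluorescence ratio above library mean plus 3 SD, and starting fluorescence ratio within library mean plus 5 SD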;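 note: higher score means more depolarization so channel activation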
# Target sequence (Q61143 whole entry, looked up): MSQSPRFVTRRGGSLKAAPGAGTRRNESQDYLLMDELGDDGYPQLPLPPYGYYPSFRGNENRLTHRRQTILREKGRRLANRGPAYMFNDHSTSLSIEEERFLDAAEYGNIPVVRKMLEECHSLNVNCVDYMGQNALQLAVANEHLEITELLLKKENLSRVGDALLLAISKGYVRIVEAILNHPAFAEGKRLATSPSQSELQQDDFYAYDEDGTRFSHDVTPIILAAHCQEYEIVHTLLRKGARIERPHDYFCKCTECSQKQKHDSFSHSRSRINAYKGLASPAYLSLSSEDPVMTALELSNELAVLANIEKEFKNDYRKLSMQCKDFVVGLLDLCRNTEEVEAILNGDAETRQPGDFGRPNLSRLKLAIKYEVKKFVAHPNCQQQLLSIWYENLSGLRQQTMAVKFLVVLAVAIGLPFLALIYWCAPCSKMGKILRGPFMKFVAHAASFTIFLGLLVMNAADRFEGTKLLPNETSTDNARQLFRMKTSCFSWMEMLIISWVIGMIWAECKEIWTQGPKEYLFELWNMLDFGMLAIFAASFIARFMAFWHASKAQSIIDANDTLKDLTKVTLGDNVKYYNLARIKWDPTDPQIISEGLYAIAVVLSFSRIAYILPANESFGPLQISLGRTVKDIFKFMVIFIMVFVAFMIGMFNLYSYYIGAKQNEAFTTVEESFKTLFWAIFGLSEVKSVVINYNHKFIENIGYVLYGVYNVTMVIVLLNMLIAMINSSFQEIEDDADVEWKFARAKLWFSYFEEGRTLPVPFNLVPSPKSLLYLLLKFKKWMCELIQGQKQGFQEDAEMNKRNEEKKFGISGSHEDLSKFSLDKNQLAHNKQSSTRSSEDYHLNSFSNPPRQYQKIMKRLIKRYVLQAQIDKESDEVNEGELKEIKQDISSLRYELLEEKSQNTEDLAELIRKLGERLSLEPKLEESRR
# TRPC4 act = opens the mouse TRPC4 cation channel | HEK293 TRPC4beta/mu-opioid, Fluo4 calcium fluorescence; stronger effect = higher value | B-score at 10 µM | actives 0.49% (n = 310,000) | AID 2237;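 active = B-score above 5 SD of library B-scores, and initial fluorescence ratio not above library mean plus 5 SD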;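 note: positive B-score marks a calcium rise read as TRPC4 activation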
#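 Material: TRPC4beta and mu-opioid receptor HEK293 stable cells | Incubation: 45 min room-temperature Fluo4 loading, 110 s read | Detection: Kinetic Fluo4 calcium fluorescence | Measure: Integrated baseline-normalised fluorescence ratio, converted to per-well B score | Benchmarks: Low control buffer alone, high control maximal DAMGO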
# TRPC4 potent = allosterically enhances the mouse TRPC4 cation channel; HEK293 TRPC4beta/mu-opioid, DAMGO EC20, Fluo-4 Ca2+ flux; stronger effect = higher value; B-score at 10 µM; actives 0.42% (n = 310,000); AID 2227;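 active = B-score of calcium response area above 5 SD of library B-scores, with initial fluorescence ratio within 5 SD of library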;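 note: B-score of integrated fluorescence ratio over time as area under calcium response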
# SKKanGAS inh = SKKanGAS growth inhibition; S. pyogenes SKKanGAS, kanamycin growth, BacTiter-Glo, 6 h; inhibition, % at 7.5 µM; actives 1.3% (n = 300,000); AID 1662;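 active = mean replicate score, as percent of positive control median, at least 50; inconclusive = mean below 50 but one replicate at or above 50; inactive = mean and every replicate below 50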;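 note: strain carries kanamycin resistance gene driven by streptokinase promoter and grows in 40 µg/ml kanamycin; loss of luminescence reflects streptokinase promoter inhibition or plain growth inhibition; 0% = median of DMSO wells and 100% = positive control at its reference dose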
# IEC-6 cytotox = counter-screen for KLF5 inhibitors: cytotoxicity in IEC-6 cells | IEC-6 cytotoxicity, luminescence viability | inhibition, % at 5 µM | actives 0.78% (n = 290,000); in the data active = inhibition above about 22%;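 note: 0% = plate median of test compound wells and 100% = cytotoxic reference compound wells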
# MrgX1 antagonist = antagonists of human MrgX1 receptor; Q96LB2; MRGX1-HEK293 calcium flux, Fluo-4, BAM8-22 antagonism; stronger effect = lower value; B-score at 10 µM; actives 1.3% (n = 310,000); AID 588676;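 active = calcium-response B-score plate-corrected more than 3 library SD below zero, starting fluorescence within 5 deviations, no agonist response on first addition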;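 note: peak minus trough fluorescence over baseline after final BAM8-22 challenge near maximal dose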
# HIF act = HIF pathway transcriptional activation | U2OS HRE-luciferase reporter, luminescence; normalized: DMSO 0%, desferrioxamine 100% | activation, % at 7.5 µM (by protocol) | actives 0.32% (n = 300,000) | AID 1910;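 active = mean activation of at least 10% of the iron chelator positive control signal, with at least half of replicates also reaching 10%; inconclusive = mean and replicate majority disagree about reaching 10%; inactive = mean and most replicates under 10%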
# TRPC6 inhibitor = inhibitors of mouse TRPC6 channel. AID 2553. HEK293-TRPC6, membrane potential dye, ACh-evoked depolarization; stronger effect = lower value. actives 1.1% (n = 310,000). Q61143. B-score at 10 µM;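 active = B-score under library mean minus 3 SD, initial fluorescence not abnormally high, positive integrated signal ratio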;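 note: B-score derived from integrated fluorescence ratio over the kinetic read; more negative B-score means stronger inhibition of depolarization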
# TRPC4 block = inhibitors of mouse TRPC4 channel; HEK293 TRPC4beta/mu-opioid, DAMGO-evoked Fluo4 calcium flux; stronger effect = lower value; B-score at 10 µM; actives 0.39% (n = 300,000); AID 2247;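 active = B-score over 3 SD under the library average, no early fluorescence shift, positive overall ratio signal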
#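 Assay system: Stable TRPC4beta/mu-opioid receptor HEK293 cells | Reagent: DAMGO in two steps, submaximal then maximal | Compound dosing: Single concentration per test compound | Signal: Fluo4 Ca2+ flux fluorescence | Evaluation: Per-well B score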
# * hit, by the source's call; i = inactive; u = inconclusive; x = no result given.
# Results follow in this order: HIF act, TRPC4 potent, MrgX1 antagonist, TRPC6 activator, KLF5 inh, TRPC6 inhibitor, TRPC4 block, TRPC4 act, aSyn 5UTR inh, IEC-6 cytotox, SKKanGAS inh
- Cc1cccc(C)c1NC(=O)C1CCCN1S(=O)(=O)c1ccc2c(c1)n(C)c(=O)c(=O)n2C (stereo unspecified)
  -0.1, i, i, i, -10, i, i, i, 5, -2, -3
- CCc1ccc(C(=O)N/N=C/c2ccncc2)s1
  0.8, i, i, i, -62, i, i, i, -34, 0, 5
- COc1ccc(-n2nc(C(=O)NCC(=O)NCC3CCCO3)c3ccccc3c2=O)c(OC)c1 (stereo unspecified)
  0.0, i, i, i, -8, i, i, i, -4, 4, -1
- O=C(O)COc1cccc(NC(=O)c2ccccc2)c1
  -0.7, i, i, i, -14, i, i, i, -20, -2, -6
- O=C(O)c1c2c(nc3ccc(Cl)cc13)CCC2
  -0.1, i, i, i, -22, i, i, i, -10, 5, 0
- CS(=O)(=O)N(Cc1ccccc1F)c1ccccc1
  -2.7, i, i, i, -40, i, i, i, 5, -6, 1
- C/C(=N\NC(=O)c1ccc([N+](=O)[O-])c(C)c1)c1ccccc1Cl
  -0.6, i, i, i, -24, i, i, i, -58, -4, 6
- CC(NS(=O)(=O)c1ccccc1)C(c1cccs1)N1CCOCC1 (stereo unspecified)
  0.1, i, i, i, 18, i, i, i, 11, -1, -7
- c1ccc(-c2cn(-c3ccccc3)c3ncnc(N4CCCCC4)c23)cc1
  -0.7, i, i, i, 15, i, i, i, 20, 5, 67*
- C/C(=N\Nc1ccc([N+](=O)[O-])cc1)c1cc2ccccc2o1
  0.4, i, i, i, 26, i, i, i, -73, 10, -2
- CCNC(=O)c1ccccc1CCc1ccccc1
  0.6, i, i, i, -14, i, i, i, 0, -1, 5
- Cc1cc(NC(=O)C2CC(=O)N(c3cccc(C)c3C)C2)no1 (stereo unspecified)
  u, i, i, i, 13, i, i, i, 13, 1, 5
- COc1cccc(NC(=O)c2cc(-c3ccncc3)nc3c(C)cc(C)cc23)c1
  -0.3, i, i, i, -13, i, i, i, 9, 5, 5
- CCOc1ccccc1Nc1nnc(SCC(=O)NC(=O)c2cccn2C)s1
  -0.5, i, i, i, 14, i, i, i, -2, 1, 2
- O=C(CCSCCC(=O)Nc1ccccc1F)Nc1ccccc1F
  2.5, i, i, i, -20, i, i, i, 0, 3, 5
- Cc1ccc(S(=O)(=O)N2CCC3(CC2)CC(=O)c2ccccc2O3)cc1
  -2.0, i, i, i, x, i, i, i, 18, x, 5
- COc1ccc(C(=O)O)cc1F
  -1.0, i, i, i, -11, i, i, i, 0, -1, -4
- COc1ccc(/C=C(/C#N)C(=O)Nc2cccc(C)c2C)cc1C(=O)O
  0.1, i, i, i, -17, i, i, i, -1, 8, 4
- Cc1c(CC(=O)NCC(C)C)c(=O)oc2cc3c(cc12)CCC(C)(C)O3
  0.2, i, i, i, -45, i, i, i, -26, 0, 0
- Cc1ccc(NC2CCCN(C(=O)CN3C(=O)c4ccccc4C3=O)C2)cc1C (stereo unspecified)
  0.5, i, i, i, -40, i, i, i, 18, -2, 4
- COc1ccc(CCNC(=O)Cc2cc(OC)c(OC)cc2[N+](=O)[O-])cc1OC
  -0.1, i, i, i, -25, i, i, i, -18, 0, 3
- Cc1ccc(C)c(NC(=S)N(Cc2ccco2)C(C)c2cccs2)c1 (stereo unspecified)
  0.4, i, i, i, -1, i, i, i, -2, 1, 2
- COc1ccc(CCC(C)NCc2ccc(C(F)(F)F)cc2)cc1 (stereo unspecified)
  -18, i, i, i, -8, i, i, i, -4, 3, 4
- O=C(CN1C(=O)C2C3CCC(C3)C2C1=O)N1CCN(Cc2ccccc2)CC1 (stereo unspecified)
  -0.3, i, i, i, -38, i, i, i, -15, 9, -15
- CCCc1nc2ccc([N+](=O)[O-])cc2[nH]1
  -0.5, i, i, i, -20, i, i, i, -24, 2, -11
- COCCNc1nc2nonc2nc1N(C)Cc1cccc2cnccc12
  0.4, i, i, i, -15, i, i, i, 30, -5, 4
- COc1cccc(OCC(=O)Nc2ccncc2)c1
  1.3, i, i, i, -13, i, i, i, -3, 4, 1
- CC1=CCC2C(=O)N(c3ccc(S(N)(=O)=O)cc3)C(=O)C2C1 (stereo unspecified)
  0.2, i, i, i, -12, i, i, i, 5, -8, -4
- COc1ccc(OCC(=O)NNc2nc3ccccc3s2)cc1
  0.3, i, i, i, -23, i, i, i, -18, 0, 3
- Cc1ccc2c(c1)/C(=C/c1ccc(F)cc1)C(=O)N2
  -1.6, i, i, i, -14, i, i, i, -7, 4, -15
- O=C(CNC(=O)Cc1ccccc1)NCC(=O)N1CCCCC1
  -0.5, i, i, i, -2, i, i, i, -2, 2, -1
- On1nnc2cc(C(F)(F)F)ccc21
  0.0, i, i, i, -20, i, i, i, 4, -3, -8
- Cc1cc(C)c(C)c(S(=O)(=O)N2CCN(CC(=O)Nc3ccc([N+](=O)[O-])cc3)CC2)c1C
  -0.3, i, i, i, -16, i, i, i, 10, 2, 4
- COc1ccc(-c2nc(CN3CCN(c4ncccn4)CC3)c(C)o2)cc1C
  -0.1, i, i, i, 18, i, i, i, 10, 5, -5
- CCOC(=O)N1CCN(C(=O)C(=O)NNC(=O)COc2ccc(Cl)cc2)CC1
  -0.2, i, i, i, -15, i, i, i, -10, -1, -1
- CCOc1cc(NC(=S)NCC2CCCO2)c(OCC)cc1NC(=O)c1ccc(C)cc1 (stereo unspecified)
  -0.1, i, i, i, -3, i, i, i, -5, 2, 8
- CCOC(=O)CCP(=O)(O)C(O)c1ccccc1 (stereo unspecified)
  -0.4, i, i, i, 0, i, i, i, -20, 0, 5
- CCOCCn1c(CN2CCN(c3ccc(F)cc3)CC2)nc2c1c(=O)n(C)c(=O)n2C
  -0.2, i, i, i, -36, i, i, i, 24, -6, -3
- CN(C)c1ccc(C(=O)N2CCNC(=O)C2CC(=O)Nc2ccc(F)cc2)cc1 (stereo unspecified)
  -0.7, i, i, i, -19, i, i, i, -5, -3, -2
- Cc1ccc(CCNC(=O)C2CCN(S(=O)(=O)c3ccc4c(c3)NC(=O)CO4)CC2)cc1
  1.3, i, i, i, -36, i, i, i, 10, -1, 2
- O=C(COC(=O)Cc1ccc(Br)cc1)NC1CCCCCC1
  -0.3, i, i, i, -3, i, i, i, 17, 0, -3
- Cc1nnc(SCc2cc(=O)[nH]c(=S)[nH]2)s1
  -0.6, i, i, i, -12, i, i, i, 14, -1, 8
- CCc1noc(C)c1C(=O)N(C)CC(=O)Nc1ccc(OC)cc1
  0.1, i, i, i, x, i, i, i, -9, x, 1
- COc1ccc(-c2nc3ccccc3c(=O)n2-c2c(C)n(C)n(-c3ccccc3)c2=O)cc1
  -0.4, i, i, i, -8, i, i, i, -39, 3, -1
- O=C(Nc1cccc2nsnc12)c1cccnc1
  -0.4, i, i, i, -21, i, i, i, -57, 4, -5
- OC1(c2ccc(F)cc2)CN(c2ccccc2)C2=[N+]1CCS2 (stereo unspecified)
  0.7, i, i, i, 16, i, -6*, i, -11, 1, -3
- CCOc1ccc(S(=O)(=O)N2CCN(c3ncccn3)CC2)cc1
  -35, i, i, i, -32, i, i, i, -6, -10, -1
- CC(C)(C)CNc1cc(N2CCCC2)ccc1[N+](=O)[O-]
  -0.6, i, i, i, -7, i, i, i, 17, -3, -6
- Cc1ccc(C(=O)CSc2nn3c(=O)c(C(C)(C)C)nnc3s2)cc1
  0.3, i, i, i, -11, i, i, i, -28, 1, -2
- COc1ccc(-n2nc(C(=O)NCC(=O)NCCCN3CCOCC3)c3ccccc3c2=O)cc1Cl
  0.0, i, i, i, 0, i, i, i, 5, 0, 3
- CCOC(=O)c1c(C)oc2cc(Br)c(O)c(Br)c12
  0.1, i, i, i, -6, i, i, i, -41, 3, -1
- CCN(CC)CCn1c2c(c(SCC(=O)Nc3ccccc3Cl)nc1=O)CCCC2
  -0.3, i, i, i, x, i, i, i, -20, x, -16
- O=C(O)C1C2CCC(O2)C1C(=O)Nc1ccc(O)cc1 (stereo unspecified)
  x, i, i, i, -14, i, i, i, 3, -4, 0
- Cc1ccc(OCCn2cc(/C=C(\C#N)C(=O)NCC3CCCO3)c3ccccc32)cc1 (stereo unspecified)
  -0.3, i, i, i, -4, i, i, i, 15, 1, 37
- CCOC(=O)C1=C(C)N(C)C(C)=C(C(=O)OCC)C1c1ccc(C(=O)OC)cc1
  -0.4, i, i, i, 12, i, i, i, 47, 5, 2
- O=C(CCNC(=O)C1CCN(S(=O)(=O)c2ccc(F)cc2)CC1)NC1CC1
  -0.1, i, i, i, 3, i, i, i, 8, -4, -1
- Fc1ccc(OCc2nc(-c3ccc(Br)o3)no2)c(F)c1
  1.9, i, i, i, -42, i, i, i, -77, 0, -1
- CCSc1nc2ccccc2n1Cc1nc(N)nc(N(C)C)n1
  -0.2, i, i, i, -36, i, i, i, 5, 2, 5
- COc1ccccc1N1CCN(C(=O)Cn2c(=O)[nH]c3ccsc3c2=O)CC1
  -0.3, i, i, i, -11, i, i, i, 11, -1, 5
- COc1ccc(NC(=O)Nc2nnc(-c3ccncc3)s2)cc1
  4.8, i, i, i, -72, i, i, i, -100, -5, 0

# Further entries.
# Results follow in this order: HIF act, TRPC4 potent, MrgX1 antagonist, TRPC6 activator, KLF5 inh, TRPC6 inhibitor, TRPC4 block, TRPC4 act, aSyn 5UTR inh, IEC-6 cytotox, SKKanGAS inh
- NC(=O)c1cc(S(=O)(=O)NCCc2ccc(S(N)(=O)=O)cc2)cs1
  -0.2, i, i, i, -16, i, i, i, -2, 4, 1
- CCn1ncc(/C=C/C(=O)c2ccccc2)c1C
  3.0, i, i, i, -50, i, i, i, -70, 3, -2
- Cc1c(CNC2CCCC2)c(C(=O)O)c(C)n1Cc1ccccc1
  -0.1, i, i, i, -4, i, i, i, 26, 2, 9
- O=C1C(C=NCCN2CCOCC2)=C(O)c2ccccc21
  5.3, i, i, i, -3, i, i, i, -54, 4, 2
- O=C(NCCc1ccccc1)Nc1ccc(Cl)cc1
  3.1, i, i, i, -141, i, i, i, -178, 2, -14
- COCCCNS(=O)(=O)c1ccc2[nH]c(=O)[nH]c2c1
  -0.4, i, i, i, -16, i, i, i, -13, -1, 10
- CSc1ccc(CN2CCN(C(=O)c3ccncc3)CC2)cc1
  0.2, i, i, i, -4, i, i, i, -10, 4, 3
- Cc1nc2ccc(Nc3ccncc3)cc2s1
  -0.1, i, i, i, -17, i, i, i, 12, 2, -4
